# Source: PubChem (National Center for Advancing Translational Sciences (NCATS))
# HCV inhibitor – qHTS Assay for Inhibitors of Hepatitis C Virus (HCV); Huh7.5.1 HCVcc-Cre infection, luciferase reporter, 44 h; Potency, µM (series often up to 41.8 µM), without a hit: top-dose activity change, negative = inhibition, hits mostly inhibitors; 340,000 tested, 3.4% active; AID 651820, 2012; note: potency is the fitted concentration of half-maximal effect
#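 Cells seeded at 1,000/well and cultured 4 h, then compounds added followed by HCVcc-Cre virus (~0.5 moi). After 44 h further culture, luciferase substrate was added, plates held 15 min at room temperature, and luminescence read for 15 sec.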
# AmpC no deterg – qHTS Inhibitors of AmpC Beta-Lactamase (assay without detergent); P00811; AmpC nitrocefin hydrolysis, absorbance 480 nm, 0.0001% Triton; Potency, µM (top dose mostly 57.1 µM), for the others: top-dose activity change, negative = inhibition, most hits filed as inhibitors; 330,000 tested, 0.52% active; AID 485341, 2010;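 note: potency is the fitted concentration of half-maximal effect; plate controls were no compound for no effect and no enzyme for full effect; nearly all actives have a fitted effect of over 20% in size; some results filed as inactive show a strong effect at the top dose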
# Target sequence (P00811 whole entry, looked up): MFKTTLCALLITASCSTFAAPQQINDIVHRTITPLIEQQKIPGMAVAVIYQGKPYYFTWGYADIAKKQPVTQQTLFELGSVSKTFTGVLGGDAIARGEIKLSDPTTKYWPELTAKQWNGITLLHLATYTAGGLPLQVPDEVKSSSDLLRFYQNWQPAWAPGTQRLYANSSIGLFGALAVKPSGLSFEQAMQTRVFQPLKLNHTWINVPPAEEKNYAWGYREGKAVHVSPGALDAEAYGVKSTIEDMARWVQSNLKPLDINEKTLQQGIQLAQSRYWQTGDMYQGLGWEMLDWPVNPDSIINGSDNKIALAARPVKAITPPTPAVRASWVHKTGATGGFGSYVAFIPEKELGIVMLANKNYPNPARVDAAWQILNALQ
#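 AmpC (5.3 nM in the dispensed reagent) in 20 mM phosphate pH 7.0 with 0.01% (detergent screen) or 0.0001% Triton X-100 was preincubated with compounds for 15 min at room temperature. Nitrocefin was then added from an 800 uM solution, and hydrolysis was followed at 480 nm.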
# AMA1-RON2 inh – qHTS for Inhibitors of AMA1-RON; Towards Development of Antimalarial Drug Lead: Primary Screen; AID 720542, 2013; Potency, µM (titrated, usually from 58.2 µM), for the others: top-dose activity change, negative = inhibition, usual class: inhibitors; Plasmodium falciparum AMA1 (3D7) - RON2 peptide interaction; AlphaScreen AMA1-biotinylated RON2 peptide binding; 360,000 tested, 0.2% active;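 note: potency is the fitted concentration of half-maximal effect; 0% = vehicle wells and -100% = peptide control; nearly all actives have a fitted effect of over 45% in size; some results filed as inactive show a strong effect at the top dose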
#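 AMA1 (3D7) with his tag at 25 nM final met compounds first, then biotinylated RON2 peptide at 25 nM; detection used donor plus acceptor beads, 10 µg/mL apiece, read by AlphaScreen after 30 min at room temperature.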
# AmpC inh detg – qHTS Inhibitors of AmpC Beta-Lactamase (assay with detergent). P00811. AmpC hydrolysis of nitrocefin, absorbance 480 nm, 0.01% Triton. Potency, µM (highest dose often 114 µM), for inactives: top-dose activity change, negative = inhibition, hits mostly inhibitors. 370,000 tested, 0.041% active;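 note: potency is the fitted concentration of half-maximal effect; 0% = no-compound wells and -100% = no-enzyme wells; nearly all actives have a fitted effect of over 25% in size; some results filed as inactive show a strong effect at the top dose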
#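 20 mM phosphate pH 7.0 + 0.01% (detergent screen) or 0.0001% Triton X-100; 5.3 nM AmpC reagent; cpd preinc 15 min RT; nitrocefin (800 uM stock) to start; A480 q20 s × 4 min; Activity was normalised to no-enzyme and no-compound control wells.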
# HCMV antiviral – qHTS Assay for inhibitors of the human cytomegalovirus (HCMV) | HFF cells, HCMV-luciferase reporter, 72 h; hits give low values | activity change, negative = inhibition, % at 57.5 µM | AID 1259415, 2018 | 410,000 tested, 4.5% active; in the data active = activity change below about -60%; inconclusive = no clear call, values can overlap the other calls; inactive = above about -39%
#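 Inhibition of viral replication was scored as loss of reporter luminescence in HFFs infected with HCMV-luciferase (MOI 1 PFU/cell) for 72 h; compounds tested at 2 doses, normalized to buffer and Salinomycin controls.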
# TbPYK inhibitor – qHTS of Trypanosoma Brucei Inhibitors; TbPYK enzyme, Kinase-Glo Plus ATP luminescence, 45 min; pyruvate kinase (Trypanosoma brucei), Q57TT1; 410,000 tested, 0.12% active; Potency, µM (highest dose often 76.8 µM), for inactives: at the highest dose activity, negative = inhibition, most hits filed as inhibitors; note: potency is the fitted concentration of half-maximal effect; nearly all actives have a fitted effect of over 50% in size
#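 ADP (130 uM final) triggers the TbPYK reaction after compound addition; incubation is 45 min at room temperature. Kinase-Glo Plus is then added and luminescence imaged. Normalized data are fitted to concentration-effect curves.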
# LmPK inhibitor – qHTS Assay for Inhibitors of Leishmania Mexicana Pyruvate Kinase (LmPK). Potency, µM (series often up to 57.5 µM), for inactives: at the highest dose activity change, negative = inhibition, most hits filed as inhibitors. AID 1721, 2009. purified LmPK, Kinase-Glo ATP luminescence, 1 h. 290,000 tested, 0.37% active. Q27686; note: potency is the fitted concentration of half-maximal effect
# Target sequence (Q27686 whole entry, looked up): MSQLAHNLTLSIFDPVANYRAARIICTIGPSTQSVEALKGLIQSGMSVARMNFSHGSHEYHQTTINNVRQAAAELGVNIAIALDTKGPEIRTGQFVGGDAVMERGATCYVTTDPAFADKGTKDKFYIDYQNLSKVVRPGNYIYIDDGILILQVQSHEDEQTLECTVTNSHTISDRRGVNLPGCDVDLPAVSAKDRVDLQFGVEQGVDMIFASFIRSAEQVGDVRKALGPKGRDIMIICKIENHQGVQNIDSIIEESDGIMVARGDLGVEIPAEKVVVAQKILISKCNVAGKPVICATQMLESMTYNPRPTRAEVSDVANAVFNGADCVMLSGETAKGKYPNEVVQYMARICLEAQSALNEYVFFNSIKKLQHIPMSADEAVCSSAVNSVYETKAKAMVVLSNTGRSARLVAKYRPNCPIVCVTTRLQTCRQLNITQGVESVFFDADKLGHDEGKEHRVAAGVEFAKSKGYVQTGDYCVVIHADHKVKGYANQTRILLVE
#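 Screened at intermediate enzyme activity to detect both inhibitors and activators: LmPK at 0.1 nM, with a 0.5 nM enzyme column as activation reference. PEP 0.5 mM, ADP 0.1 mM; ATP detected by luminescence after 1 h.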
# The depositor's hits bear a star; ? = inconclusive; nt = not tested or not shown; & = joins results of further samples; [ ] = another dose, or the depositor's remark. Unless noted, calls come from the whole dose curve; as a rule, active = well fitted curve in the direction sought with a large enough effect; inconclusive = small, poorly fitted or top-dose-only effect, or another doubt; inactive = no such curve, though single readings can be large; an effect the other way counts as inactive or inconclusive. Unless noted, % is set by controls: 0 for no effect and ±100 for the full control effect.
# Values run as follows: TbPYK inhibitor, AmpC inh detg, LmPK inhibitor, AmpC no deterg, HCMV antiviral, HCV inhibitor, AMA1-RON2 inh
> COc1cc2nc(N3CCN(C(=O)[C@@H]4CCCO4)CC3)nc(N)c2cc1OC
    0%&-3%, ?, -10%, -28%, 2, 12%, -3%
> COc1cccc(CNC(=O)CCNC(=O)C2CCN(S(=O)(=O)c3ccccc3)CC2)c1
    6%, -13%, -15%, 46%, -20, 3%, 13%
> CN(C)S(=O)(=O)c1ccc(S(=O)(=O)Nc2ccc3c(c2)oc2ccccc23)cc1
    -7%, -12%, 8%, -34%, 1, 9%, -15%
> Cc1cccc(C)c1NC(=O)CNC(=O)CCCN1C(=O)c2cccc3cccc(c23)C1=O
    -3%, -6%, nt, -1%, -21, -2%, 8%
> Cc1cn(S(=O)(=O)c2ccc(F)c(Cl)c2)cn1
    -7%, 6%, nt, nt, 7, nt, nt
> FC(F)Sc1ccc(NC(=S)NC(c2ccccc2)c2ccccc2)cc1
    -5%, 10%, -5%, 18µM*, -98*, ?, 93%[activator]
> Cc1ccc(C)c(NC(=O)CSc2nnc(CNC(=O)c3ccccc3)n2-c2ccccc2)c1
    -4%, ?, nt, nt, 21, nt, nt
> Cc1ccc(N(Cc2cccs2)C(=O)c2ccco2)cc1
    3%, 22%, nt, nt, -34, nt, nt
> CCOC(=O)c1cccc(NS(=O)(=O)c2cc3[nH]c(=O)c(=O)[nH]c3cc2C)c1
    0%, -3%, nt, nt, 4, nt, nt
> CSCCC(=O)Nc1nc(-c2ccccn2)cs1
    -9%, 6%, 9%, -15%, 28, 1%, 78%[activator]
> COc1ccc(CNS(=O)(=O)NCc2ccc(OC)c(OC)c2)cc1
    -5%, -4%, -12%, 1%, ?, ?, -1%
> Cc1cc2n(n1)CCCN2C(=O)Nc1ccc(Cl)cc1
    20%, 9%, nt, nt, 19, nt, nt
> NC(=O)c1ccc(SCC(=O)OCC(=O)N2CCCC2=O)c([N+](=O)[O-])c1
    1%, -19%, nt, -7%, nt, 3%, -8%
> CNc1nc(CCN2C(=O)c3ccccc3C2=O)cs1
    -17%, 1%, 1%, -16%, -13, 10%, 7%
> CCOC(=O)C1CCN(C(=O)CSc2ccccc2Cl)CC1
    -14%, 2%, 3%, 15%, -13, -8%, 21%

# In the list so far, two contain a furan ring, fused or not:
# Values run as follows: TbPYK inhibitor, AmpC inh detg, LmPK inhibitor, AmpC no deterg, HCMV antiviral, HCV inhibitor, AMA1-RON2 inh
> CN(C)S(=O)(=O)c1ccc(S(=O)(=O)Nc2ccc3c(c2)oc2ccccc23)cc1
    -7%, -12%, 8%, -34%, 1, 9%, -15%
> Cc1ccc(N(Cc2cccs2)C(=O)c2ccco2)cc1
    3%, 22%, nt, nt, -34, nt, nt

# Carrying on.
# Values run as follows: TbPYK inhibitor, AmpC inh detg, LmPK inhibitor, AmpC no deterg, HCMV antiviral, HCV inhibitor, AMA1-RON2 inh
> Nc1cc2c([N+](=O)[O-])cccc2o1
    -1%, -14%, -4%, -31%, 180, ?, -5%
> Cc1ccc(C2Nc3ccccc3-c3nc4ccccc4n32)o1 (stereo not drawn)
    -7%, -3%, -19%, -23%, 42, ?, 45%[activator]
> Cc1ccccc1OCC(=O)Nc1ccc2nc(SCC(N)=O)sc2c1
    0%, 0%, nt, nt, -7, nt, nt
> c1ccc(CCn2c(C3CC3)nc3ccccc32)cc1
    -7%, 4%, 10%, -8%, 21, 3%, 2%
> Cc1cccc(S(=O)(=O)c2c(C)cc(C)[nH]c2=O)c1
    -5%, 1%, -3%, 35%, 4, -14%, 4%
> O=C(COc1ccc2ccc(=O)oc2c1)NC(Cc1ccc(Cl)cc1)C(=O)O (stereo not drawn)
    -1%, -11%, -3%, -44%, 10, 21%, -3%
> COc1ccc(CN(C(=O)c2ccco2)C2CCS(=O)(=O)C2)cc1 (stereo not drawn)
    0%, -19%, 2%, -16%, 18, nt, 20%
> CCC1CCCCN1CCCNC(=O)c1c(O)nc2ccccn2c1=O (stereo not drawn)
    1%&1%, -12%&15%, -5%, -13%, -34&4, 13%, -2%
> C#CCSc1nncn1C(=O)/C=C/c1ccccc1
    -2%, -14%, 0%, -15%, nt, 12%, 5%
> CC1CCc2nc3ccc(S(=O)(=O)N4CCC(C(=O)N5CCCCC5)CC4)cc3c(C(=O)O)c2C1 (stereo not drawn)
    -8%, ?, 0%, -25%, 65, 11%, -4%
> CC1CN(CCN2CC(C)N(C=O)CC2C)C(C)CN1C=O (stereo not drawn)
    4%, nt, nt, nt, 0, -5%, -4%
> Cc1c(NC(=S)NC(=O)c2ccccc2Br)c(=O)n(-c2ccccc2)n1C
    1%, 2%, 0%, -13%, -3, 18%, 5%
> O=c1[nH]c2cc([N+](=O)[O-])ccc2c2ccc([N+](=O)[O-])cc12
    -8%, nt, nt, nt, ?, -12%, -3%
> CCOCCNC(=O)c1ccccc1C(=O)NCCOCC
    -6%, ?, 2%, -10%, 15, 13%, 17%
> CCN1CCN(C(=O)CSc2ccc(C)cc2)CC1
    0%, -4%, -1%, -4%, 109, 11%, 3%
> CCCc1c(C)c2cccc(C)c2[nH]c1=O
    -3%, -7%, 5%, -14%, -23, ?, -3%
> CC(C)c1onc(C(=O)Nc2sc3c(c2C#N)CCC3)c1[N+](=O)[O-]
    3%, -7%, 5%, -29%, -3, 16%, -15%
> COc1ccc(C(C)=O)cc1COC(=O)c1ccc2c(c1)OCCO2
    -7%, 5%, nt, -14%, -15, 11µM*, -2%
> COc1cccc(-n2c([S-])c(C(=O)Nc3ccc(C(F)(F)F)cc3)[n+]3ccccc23)c1
    nt, 5%, 4%, -9%, nt, nt, nt
> Cc1cccc(NC(=O)c2cnc3ccccn3c2=O)c1
    1%, ?, -20%, -8%, 208, 6%, 3%
> CC(=O)N1CC(C)Sc2ccc(S(=O)(=O)NCc3ccc(F)cc3)cc21 (stereo not drawn)
    0%, 3%, 0%, -1%, ?, ?, 1%
> O=C(O)CCC(=O)OCCCc1cc2ccccc2c(=O)o1
    3%, nt, nt, -5%, ?, 12%, 17%
> N#C/C(=C/c1ccc(N2CCOCC2)o1)c1ccc(Br)cc1
    25µM*, -7%, 2%, 45%, 72, ?, -22%
> C=CCSc1nnc2n(CCc3ccccc3)c(=O)c3c4c(sc3n12)COC(C)(C)C4
    6%, -9%, 15%, -10%, ?, 14%, 3%
> CCCCOc1ccc(C(=O)NN2CCOCC2)cc1
    3%, nt, nt, nt, 40, 9%, 2%
> COCCNC(=O)C1(C)CCN(C(=O)COc2ccc(Cl)cc2Cl)C1 (stereo not drawn)
    5%, nt, nt, nt, 6, nt, 17%
> Cc1cc(C(=O)OCC(=O)c2cccc([N+](=O)[O-])c2)c2ccccc2n1
    -1%, -14%, -1%, 51%, 29, -2%, -1%
> O=C(CCNC(=O)C1CCN(S(=O)(=O)c2ccc(F)cc2)CC1)Nc1ccccc1
    5%, -3%, 4%, 9%, -30, 6%, 12%
> CC(=O)Nc1ccc(NC(=O)CCS(=O)(=O)c2ccc3c(c2)oc(=O)n3C)cc1
    2%, -1%, -5%, -16%, -13, 8%, 7%
> CN(C)S(=O)(=O)c1ccc2c(c1)nc(CCC(=O)Nc1ccc(N3CCOCC3)cc1)n2C
    -10%, -11%, 1%, 21%, -2, 6%, 6%
> COc1cc(C=O)ccc1Oc1nc(Nc2ccc(F)cc2F)nc(N2CCOCC2)n1
    -12%, 3%, -5%, 63%[activator], 29, 2%, 0%
> CCN1CCc2c(sc(-n3cccc3)c2C(C)NC(=O)Nc2ccccc2C)C1 (stereo not drawn)
    -11%, -5%, nt, nt, -67*, nt, nt
> O=S1(=O)CCN(OCc2ccc(F)cc2Cl)CC1
    -4%, ?, 0%, -4%, -32, -6%, -17%
> CCOC(=O)C1CCCN(C(=O)Cn2ncc3c([nH]c4ccc(C)cc43)c2=O)C1 (stereo not drawn)
    -4%&-2%, -2%&-1%, 2%, 82%[activator], -13&-3, 7%, 0%
> O=C(Cn1nc(-c2ccccc2)ccc1=O)NCCN1CCN(c2cccc(Cl)c2)CC1
    0%, -1%, -2%, 193%[activator], -15, -20%, -10%
> O=C(CC[C@H]1O[C@@H](n2ccc(=O)[nH]c2=O)[C@H](O)[C@@H]1O)NC1CCN(Cc2ccccc2)C1 (stereo partly drawn)
    0%, nt, nt, nt, -7, nt, -4%
> Cc1nc(Nc2nc3ccccc3o2)nc(C)c1C(=O)Nc1ccc(F)cc1
    -2%, -5%, 0%, -17%, 11, 8%, 1%
> CCCCCNC(=O)CC1Nc2c3ccccc3nc(=S)n2C1=O (stereo not drawn)
    nt, -13%, -9%, -19%, 19, 2%, -10%
> NC(=O)C1(N2CCCCC2)CCN(C(=O)CSc2nc3ccccc3s2)CC1
    -4%, 5%, 2%, 60%[activator], 9, -8%, -17%
> CC(C)NC(=O)c1cc(C2CCCCN2S(=O)(=O)c2ccccc2)on1 (stereo not drawn)
    1%, nt, nt, nt, -6, nt, 3%
> COc1ccc2c(c1OC)C(=O)OC2Nn1cncn1 (stereo not drawn)
    -1%, 2%, -1%, -20%, -2, 7%, -2%
> CC(=O)Nc1ccc2ccc3cccc4ccc1c2c34
    -14%, 1%, 2%, -23%, 6, ?, -1%
> CC(=O)NC(Cc1ccccc1)C(=O)NC1CCN(C(=O)c2ccc([N+](=O)[O-])cc2)CC1 (stereo not drawn)
    -14%, ?, 0%, -5%, -22, 38%[activator], 7%
> O=C(NC(=S)Nc1cccc2cc(O)ccc12)c1ccccc1Br
    1%, 4%, -5%, -36%, -19, nt, 17%
> COc1ccccc1-c1noc(-c2ccccc2)n1
    -3%, -20%, ?, 3%, 131, -9%, 23%
> Cc1occc1C(=O)N/N=C/c1ccc[nH]1
    -12%, nt, nt, nt, 37, 15%, 83%[activator]
> Cc1ccc(N(C(=O)C(F)(F)F)C(C(=O)NC2CCCCC2)c2ccncc2)cc1C (stereo not drawn)
    -18%, -18%, -3%, -24%, 8, 9%, 2%
> CCOC(=O)Cn1cc([N+](=O)[O-])c(OC)n1
    -9%, -3%, -1%, -9%, 13, 13%, 13%
> CCC(c1nnnn1Cc1cccs1)N1CCN(C(=O)c2ccco2)CC1 (stereo not drawn)
    -2%, -1%, 0%, 2%, 1, 6%, -5%
> Cc1cc(Cn2ccnc2)c(C)c([N+](=O)[O-])c1Cn1ccnc1
    5%, 3%, 0%, -6%, -20, 0%, 2%
